High-throughput results: PubChem BioAssay, several laboratories
Yfh1-depleted yeast: enhancers of respiration in Yfh1-depleted yeast, dose response, Friedreich's ataxia, plus single-dose screen (AID 1465); S. cerevisiae Yfh1-off respiration, WST-1 reduction, 72 h; higher fold induction means a stronger effect; fold induction at 50 µM; hits with a dose series show EC50 in µM; actives 0.074% (n = 220,000);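 active means fold induction of absorbance versus untreated yeast above a set limit, then at least 30% activation at any dose in follow-up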;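 further: activators that raise dye reduction in frataxin-depleted yeast; strong numbers were not always called active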
MT stabilizer: stabilizes microtubules in HeLa cells; HeLa tubulin immunostaining HCS, 24 h; share of cells brighter than vehicle mean+2SD; % tubulin-high responders, % at 10 µM; actives 0.83% (n = 200,000);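 active means plate Z-score above 3 for both tubulin-high and condensed-nucleus cell shares, with cell loss under 80%, at 10 µM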;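 further: anti alpha tubulin signal scored within the nucleus-defined area of each cell; some results filed as inactive read as strong as hits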
M17LAP inhibition: P. falciparum M17LAP inhibitors, primary screen, biochemical, fluorogenic H-Leu-NHMec substrate, 1536-well (AID 1619) | recombinant M17LAP, H-Leu-NHMec fluorogenic kinetic assay; higher % means a stronger effect | actives 0.38% (n = 220,000) | inhibition, % at 30 µM, or IC50 in µM where a hit was titrated;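 active means compound inhibiting the enzyme by more than half at any dose during confirmatory dose-response retesting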;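 further: plate controls were full reaction with DMSO carrier for no effect and no enzyme background for full effect; strong numbers were not always called active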
M1AAP inhibition: P. falciparum M1AAP inhibitors, biochemical, fluorogenic H-Leu-NHMec substrate, 1536-well (AID 1445); recombinant M1AAP, H-Leu-NHMec fluorogenic kinetic assay; higher % means a stronger effect; one-dose inhibition, % at 30 µM; IC50 in µM for titrated hits; actives 0.42% (n = 220,000);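 active means primary inhibition above the hit cutoff, then over 50% inhibition at one or more dose response concentrations, cut at about 23% in these data, passing the limit was not always enough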;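 further: plate controls were DMSO full reaction for no effect and no enzyme background for full effect; strong numbers were not always called active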
b-catenin transl: modulators of beta-catenin nuclear translocation; HeLa beta-catenin nuclear translocation, immunofluorescence imaging; nuclear translocation activity, % at 5 µM; actives 0.3% (n = 190,000);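 active means nuclear translocation activity above 50% at 5 µM, with a well cell count of 50 or more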;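 further: per-cell ratio of nuclear to cytoplasmic median beta-catenin stain intensity; plate controls were DMSO negative control for no effect and GSK-3 inhibitor IX positive control for full effect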
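test system = HeLa cells, endogenous beta-catenin | dosing = single 5 µM dose plus 0.02–20 µM confirmation series | times = compound treatment 24 h, 37°C, 5% CO2 | technique = beta-catenin immunofluorescence imaging with DAPI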
T cell HTS: T cell immune modulation candidate; 2C CD8+ T cell-vesicle binding, flow cytometry; stronger effect = lower value; calls only at 7 µM; actives 0.068% (n = 330,000); AID 2052;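 active means response, share of CD8 T cells binding vesicles, and their 90th percentile fluorescence all below set limits, cut at about 80% in these data, passing the limit was not always enough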
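Test system: purified 2C TCR transgenic mouse naive CD8+ T cells. Probe or stimulus: QL9-peptide-loaded Drosophila micro-vesicles bearing Ld, ICAM-1 and B7-1. Incubation: binding step 1.5 h, 37 °C, antibody labelling 20 min, ice. Measured by: flow cytometry of vesicle-bound cells.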
WT yeast gro inh: growth inhibition of WT yeast, mitochondrial fusion screen; actives 2.1% (n = 190,000); mitochondrial fusion phenotypic screen, WT strain; inhibition, % at 10 µM; in the data active means inhibition above about 58%; tested in S. cerevisiae
Autophagy mod: modulators of autophagy. calls only at 10 µM (by protocol). AID 463193. MEF GFP-LC3 puncta imaging; test concentration mostly 10 µM. actives 0.98% (n = 190,000);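 active means percentage of spot-positive cells more than 3 SD above its plate mean, without a fluorescence outlier flag or 80% toxicity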;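 further: spot-positive cell cutoff set from DMSO-treated cells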
Dynein transport: blocks dynein driven cargo transport along microtubules; 3617.4 mouse cells, GR-EGFP nuclear translocation imaging; test concentration mostly 20 µM; stimulated with dexamethasone, 1 µM; stronger effect = lower value; z-score, hits read low; actives 0.47% (n = 220,000); AID 1381;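 active means plate z-score of nuclear minus cytoplasmic receptor signal below a set negative limit, without overly bright fluorescence or cell loss, cut at about -3.5 in these data, passing the limit was not always enough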;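 further: z-score of nuclear minus cytoplasmic ring GR-EGFP intensity difference per well; some compounds called inactive have numbers as strong as hits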
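Buffer or medium: Induction medium lacking tetracycline, stripped serum | Also added: Dexamethasone agonist, 1.0 µM final, for 30 min | Timing: 48 h induction, 1 h compound, 30 min dex at 37 °C | Detection: Formaldehyde fixation, Hoechst nuclear stain, 10x automated fluorescence imaging | Measure: Nuclear versus cytoplasmic GR-EGFP signal, averaged per well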
WT yeast gro inh mutant strain: also measured in WT yeast gro inh; calls as there; inhibition, %; mitochondrial fusion phenotypic screen, mutant strain inhibition
Dynein transport cytoplasmic EGFP: further read-out of Dynein transport, marked with its call; z-score; measured here: cytoplasmic GR-EGFP intensity; stronger effect = higher value
Dynein transport nuclear GR-EGFP: recorded beside Dynein transport, whose call it bears; z-score; measured here: nuclear GR-EGFP intensity;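 lower value marks the stronger effect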
Dynein transport cell count: recorded beside Dynein transport, whose call it bears; z-score; measured here: cell count per field
b-catenin transl cell count 5 µM: second read-out of b-catenin transl, no call of its own (marks repeat the call); cell count; measured here: cell count, cytotoxicity flag
T cell HTS vesicle-bound %: also measured in T cell HTS; calls as there; double positive events, %; measured here: CD8+ vesicle-bound cell fraction;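 binding gate set so that unloaded-vesicle control wells show 10% double positive cells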
MT stabilizer Hoechst-high %: recorded beside MT stabilizer, whose call it bears; % Hoechst-high responders; measured here: nuclear condensation Hoechst responders;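 share of cells brighter than vehicle mean plus two SD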
MT stabilizer cytotoxicity %: further read-out of MT stabilizer, marked with its call; toxicity, %; measured here: cytotoxicity by cell density;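 0% = mean cell density of plate MIN control wells and 100% = no cells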
Autophagy mod cell loss 18 h: recorded beside Autophagy mod, whose call it bears; toxicity, %; measured here: cell loss, nuclei count;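 cell loss after 18 h compound exposure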
Numbers without * were called inactive.

Cc1ccccc1OCC(O)CN1CCN(C)CC1 (stereo unspecified) was read as Yfh1-depleted yeast inactive, MT stabilizer 4.2, M17LAP inhibition 1%, M1AAP inhibition 1%, b-catenin transl 1.4, T cell HTS inactive, WT yeast gro inh -13, Autophagy mod inactive, Dynein transport -0.13, WT yeast gro inh mutant strain 6, Dynein transport cytoplasmic EGFP -0.35, Dynein transport nuclear GR-EGFP 0.64, Dynein transport cell count -0.029, b-catenin transl cell count 5 µM 1214, T cell HTS vesicle-bound % 62, MT stabilizer Hoechst-high % 3.0, MT stabilizer cytotoxicity % 8.3 and Autophagy mod cell loss 18 h 10.
For C=C1C(C(=O)N2CCN(C)CC2)C1C(=O)N1CCN(C)CC1 (stereo unspecified) the results were Yfh1-depleted yeast inactive, MT stabilizer 4.0, M17LAP inhibition 0%, M1AAP inhibition 3%, T cell HTS inactive, WT yeast gro inh 6, Autophagy mod inactive, Dynein transport -0.59, WT yeast gro inh mutant strain 10, Dynein transport cytoplasmic EGFP -0.097, Dynein transport nuclear GR-EGFP 0.058, Dynein transport cell count 0.24, T cell HTS vesicle-bound % 26, MT stabilizer Hoechst-high % 3.2, MT stabilizer cytotoxicity % 1.8 and Autophagy mod cell loss 18 h 11.
O=C(N/N=C/c1ccco1)c1cc(-c2ccc(Cl)s2)[nH]n1 was read as Yfh1-depleted yeast inactive, MT stabilizer 4.4, M17LAP inhibition -2%, M1AAP inhibition 2%, b-catenin transl -2.4, T cell HTS inactive, WT yeast gro inh 6, Autophagy mod inactive, Dynein transport 0.4, WT yeast gro inh mutant strain -2, Dynein transport cytoplasmic EGFP -0.11, Dynein transport nuclear GR-EGFP 0.38, Dynein transport cell count -0.33, b-catenin transl cell count 5 µM 1061, T cell HTS vesicle-bound % 51, MT stabilizer Hoechst-high % 3.3, MT stabilizer cytotoxicity % 5.6 and Autophagy mod cell loss 18 h 6.
`Cc1ccccc1-n1nc2c(c1NC(=O)c1cc3ccccc3oc1=O)CS(=O)C2` (stereo unspecified) gave Yfh1-depleted yeast inactive, MT stabilizer 3.3, M17LAP inhibition -1%, M1AAP inhibition 5%, b-catenin transl -2.1, T cell HTS inactive, WT yeast gro inh 3, Autophagy mod inactive, Dynein transport -0.11, WT yeast gro inh mutant strain -37, Dynein transport cytoplasmic EGFP 0.12, Dynein transport nuclear GR-EGFP -0.14, Dynein transport cell count 0.77, b-catenin transl cell count 5 µM 963, T cell HTS vesicle-bound % 51, MT stabilizer Hoechst-high % 3.2, MT stabilizer cytotoxicity % 5.1 and Autophagy mod cell loss 18 h 26.
CCC1(C)Cc2c(sc3nc(SC)nc(NCCN(C)C)c23)CO1 (stereo unspecified) was read as Yfh1-depleted yeast inactive, MT stabilizer 1.5, M17LAP inhibition 4%, M1AAP inhibition 2%, b-catenin transl -0.1, T cell HTS inactive, WT yeast gro inh -12, Autophagy mod inactive, Dynein transport 0.36, WT yeast gro inh mutant strain 9, Dynein transport cytoplasmic EGFP -0.19, Dynein transport nuclear GR-EGFP 0.042, Dynein transport cell count -0.56, b-catenin transl cell count 5 µM 1083, T cell HTS vesicle-bound % 23, MT stabilizer Hoechst-high % 0.9, MT stabilizer cytotoxicity % 2.0 and Autophagy mod cell loss 18 h -32.
O=c1[nH]snc1N1CCOCC1 was read as Yfh1-depleted yeast inactive, MT stabilizer 4.4, M17LAP inhibition -1%, M1AAP inhibition 9%, b-catenin transl -7.3, T cell HTS inactive, WT yeast gro inh -19, Autophagy mod inactive, Dynein transport -0.89, WT yeast gro inh mutant strain 13, Dynein transport cytoplasmic EGFP -0.31, Dynein transport nuclear GR-EGFP 0.31, Dynein transport cell count 0.51, b-catenin transl cell count 5 µM 1190, T cell HTS vesicle-bound % 38, MT stabilizer Hoechst-high % 2.5, MT stabilizer cytotoxicity % 2.3 and Autophagy mod cell loss 18 h 1.
`CCC(Sc1nc(C)cc(C)n1)C(=O)Nc1ccc(Cl)cn1` (stereo unspecified) gave Yfh1-depleted yeast inactive, MT stabilizer 2.6, M17LAP inhibition 11%, M1AAP inhibition 4%, b-catenin transl -4.6, T cell HTS inactive, WT yeast gro inh -11, Autophagy mod inactive, Dynein transport 0.27, WT yeast gro inh mutant strain 12, Dynein transport cytoplasmic EGFP -0.28, Dynein transport nuclear GR-EGFP 0.46, Dynein transport cell count 0.6, b-catenin transl cell count 5 µM 528, T cell HTS vesicle-bound % 41, MT stabilizer Hoechst-high % 1.4, MT stabilizer cytotoxicity % 5.3 and Autophagy mod cell loss 18 h 3.
For Cc1ccc(NC(=O)Cn2cnc3c(oc4nc5c(cc43)COC(C)(C)C5)c2=O)cc1 the results were Yfh1-depleted yeast inactive, MT stabilizer 1.9, M17LAP inhibition 13%, M1AAP inhibition 3%, b-catenin transl -0.2, T cell HTS inactive, WT yeast gro inh -6, Autophagy mod inactive, Dynein transport -0.99, WT yeast gro inh mutant strain 5, Dynein transport cytoplasmic EGFP -0.25, Dynein transport nuclear GR-EGFP -0.67, Dynein transport cell count 0.61, b-catenin transl cell count 5 µM 985, T cell HTS vesicle-bound % 51, MT stabilizer Hoechst-high % 3.2, MT stabilizer cytotoxicity % 2.0 and Autophagy mod cell loss 18 h -3.
For CC(C)(C)n1ncc2c(=O)n(Cc3cccc(Cl)c3)cnc21 the results were Yfh1-depleted yeast inactive, MT stabilizer 3.1, M17LAP inhibition 14%, M1AAP inhibition 6%, b-catenin transl 0.2, T cell HTS inactive, WT yeast gro inh -14, Autophagy mod inactive, Dynein transport -0.65, WT yeast gro inh mutant strain -2, Dynein transport cytoplasmic EGFP -0.29, Dynein transport nuclear GR-EGFP -0.23, Dynein transport cell count 0.18, b-catenin transl cell count 5 µM 1116, T cell HTS vesicle-bound % 6, MT stabilizer Hoechst-high % 2.6, MT stabilizer cytotoxicity % 9.2 and Autophagy mod cell loss 18 h -4.
COc1ccc(NC(=O)CSc2nc3ccccc3c3nc4ccccc4n23)cc1 was read as Yfh1-depleted yeast inactive, MT stabilizer 25*, M17LAP inhibition 5%, M1AAP inhibition 0%, b-catenin transl 28, T cell HTS inactive, WT yeast gro inh -12, Autophagy mod inactive, Dynein transport -0.71, WT yeast gro inh mutant strain -30, Dynein transport cytoplasmic EGFP -0.24, Dynein transport nuclear GR-EGFP -0.73, Dynein transport cell count 1.2, b-catenin transl cell count 5 µM 510, T cell HTS vesicle-bound % 23, MT stabilizer Hoechst-high % 44*, MT stabilizer cytotoxicity % 31* and Autophagy mod cell loss 18 h -5.
`CCCS(=O)(=O)N1CCC(C(=O)NCCc2ccc(OC)c(OC)c2)CC1` gave Yfh1-depleted yeast inactive, MT stabilizer 3.5, M17LAP inhibition -6%, M1AAP inhibition 10%, b-catenin transl -1.2, T cell HTS inactive, WT yeast gro inh -52, Autophagy mod inactive, Dynein transport -0.42, WT yeast gro inh mutant strain 2, Dynein transport cytoplasmic EGFP -0.19, Dynein transport nuclear GR-EGFP -0.22, Dynein transport cell count 1.4, b-catenin transl cell count 5 µM 1070, T cell HTS vesicle-bound % 34, MT stabilizer Hoechst-high % 4.5, MT stabilizer cytotoxicity % 6.8 and Autophagy mod cell loss 18 h -4.
Screening Cc1cc(NC(=O)CSCc2nc(-c3cccc(Cl)c3)oc2C)no1 returned MT stabilizer 5.2, M17LAP inhibition 5%, M1AAP inhibition 6%, b-catenin transl -0.2, T cell HTS inactive, WT yeast gro inh 12, Autophagy mod inactive, Dynein transport -0.27, WT yeast gro inh mutant strain 0, Dynein transport cytoplasmic EGFP -0.22, Dynein transport nuclear GR-EGFP 0.52, Dynein transport cell count 0.33, b-catenin transl cell count 5 µM 548, T cell HTS vesicle-bound % 45, MT stabilizer Hoechst-high % 1.2, MT stabilizer cytotoxicity % 14 and Autophagy mod cell loss 18 h 13.
O=C(Nc1ccccn1)c1ccc2c(c1)S(=O)(=O)c1ccccc1C2=O was read as Yfh1-depleted yeast inactive, MT stabilizer 3.0, M17LAP inhibition 15%, M1AAP inhibition 2%, b-catenin transl -0.6, T cell HTS inactive, WT yeast gro inh 10, Autophagy mod inactive, Dynein transport 0.058, WT yeast gro inh mutant strain -3, Dynein transport cytoplasmic EGFP -0.27, Dynein transport nuclear GR-EGFP -0.21, Dynein transport cell count -0.048, b-catenin transl cell count 5 µM 958, T cell HTS vesicle-bound % 21, MT stabilizer Hoechst-high % 3.0, MT stabilizer cytotoxicity % 4.2 and Autophagy mod cell loss 18 h 6.
Screening CCOC(=O)C1=C(N)OC2=C(C(=O)CCC2)C1c1ccco1 (stereo unspecified) returned Yfh1-depleted yeast inactive, MT stabilizer 3.5, M17LAP inhibition 12%, M1AAP inhibition 0%, b-catenin transl -0.6, T cell HTS inactive, WT yeast gro inh 14, Autophagy mod inactive, Dynein transport 1.2, WT yeast gro inh mutant strain 13, Dynein transport cytoplasmic EGFP -0.15, Dynein transport nuclear GR-EGFP 0.59, Dynein transport cell count -0.27, b-catenin transl cell count 5 µM 687, T cell HTS vesicle-bound % 46, MT stabilizer Hoechst-high % 2.4, MT stabilizer cytotoxicity % 6.2 and Autophagy mod cell loss 18 h 10.
